Akt phos inh = Akt phosphorylation inhibition; Neuro2A IGF-stimulated pAkt S473 HTRF, 20 min; hits give low values; activity change, % for hits at 50 µM; hit rate 0.32% among 360,000; AID 651550; in the data active means activity change below about -80%; inconclusive means mostly about -51% to -80%; further: on the % scale 0 is the no-effect control and ±100 the full control effect
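Neuro2A cells (4,500/well, DMEM with 0.5% FBS) were treated with compound at a single 50 µM final concentration, stimulated with 6 nM IGF for 20 min at 37 °C, and lysed. Phospho-Akt Ser473 was read by HTRF as 665/615 ratio ×10^4.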
MmCpn inh = blocks the Methanococcus maripaludis chaperonin Mm-Cpn. purified Mm-Cpn ATPase, ADP Transcreener TR-FRET. Potency, µM (highest dose often 76.9 µM), without a hit: at the highest dose activity, negative = inhibition, hits mostly inhibitors. hit rate 0.031% among 330,000. AID 504842; further: potency means the concentration at half of the fitted maximal effect; on the % scale 0 is the no-effect control and ±100 the full control effect; nearly all actives have a fitted effect of over 80% in size
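Compound-treated chaperonin, 25 nM final, turns over 10 uM ATP at 37°C for 30 min following a 10 min preincubation; ADP generated competes with ADP-d2 for Eu-cryptate antibody, lowering FRET.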
Abeta yeast res = restores growth of yeast expressing A-beta42 peptide. yeast expressing A-beta42, growth rescue, OD600, 48 h; response scale: 0% DMSO, 100% iron-clioquinol control. Potency, µM (top dose mostly 46.1 µM), without a hit: at the highest dose growth rescue, hits mostly activators. hit rate 0.063% among 410,000. AID 1347071; further: potency means the concentration at half of the fitted maximal effect; nearly all actives have a fitted effect of over 55% in size
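Yeast growth medium received pinned compounds, then yeast cells expressing toxic A-beta were added; plates incubated at 30 C for 48 hr. Growth read as absorbance at 600 nm, normalized to DMSO and equimolar FeCl3 plus clioquinol controls.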
CCT modulator = changes cytosolic chaperonin activity; purified chaperonin ATPase assay, HTRF ADP detection, 30 min; activity change, % (no concentration beside the values), hits read low; hit rate 0.3% among 360,000; in the data active means activity change below about -30%; further: on the % scale 0 is the no-effect control and ±100 the full control effect
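We incubate TRiC, 40 or 20 nM final, with library compounds at 76 uM and 10 uM ATP for 30 min at 37 °C. ADP formed is detected with Transcreener HTRF reagents after 30 min at room temperature.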
A549 viability = A549 cytotoxicity, counter-screen for Nrf2 inhibitors | A549 ARE-Fluc cells, CellTiter-Fluor viability, 18-24 h | Potency, µM (series often up to 46 µM), for the others: at the top dose activity change, negative = cytotoxicity, hits mostly inhibitors | hit rate 0.16% among 390,000 | AID 504648; further: potency means the concentration at half of the fitted maximal effect; on the % scale 0 is the no-effect control and ±100 the full control effect
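A549 ARE-Fluc cells in 5% FBS OPTI-MEM, 5000 cells/well, rested 2 h then exposed to compounds in concentration-response for 18-24 h at 37 °C. Viability by CellTiter-Fluor fluorescence (Ex 405/Em 525) after 30 min; luciferase luminescence (BugLite, 15 min, RT) read afterwards.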
HepG2 viability = counter-screen for TGF-b inhibitors: cytotoxicity in HepG2 cells; AID 588856; hit rate 0.76% among 410,000; Potency, µM (series often up to 46.1 µM), without a hit: at the highest dose activity change, negative = cytotoxicity, most hits filed as cytotoxic; HepG2 CAGA-GFP viability, ATP luminescence, 18 h; further: potency means the concentration at half of the fitted maximal effect; some results filed as inactive show a strong effect at the top dose
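HepG2 CAGA-GFP cells (1000/well, DMEM with 1% FBS) received compound, then TGF-beta at 500 pg/mL final, and were incubated 18 hours at 37 degrees C. Viability was read by CellTiter-Glo luminescence. Media-only wells were set as complete cell-killing and DMSO as no toxicity.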
TGFb SMAD3 inh = inhibitors of TGF-b signaling; HepG2 CAGA-GFP TGF-b/SMAD3 reporter, GFP fluorescence, 18 h; TGF-beta stimulated, 500 pg/mL final; Potency, µM (doses to about 46.1 µM), inactives show at the top dose activity, negative = inhibition, usual class: inhibitors; hit rate 1.2% among 410,000; AID 588855; further: potency means the concentration at half of the fitted maximal effect; on the % scale 0 is the no-effect control and ±100 the full control effect; nearly all actives have a fitted effect of over 65% in size
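Cell-based qHTS in HEPG2 carrying a CAGA-GFP Smad reporter; compounds added before 500 pg/mL final TGF-beta, 18 h incubation at 37 degrees C, GFP fluorescence quantified per cell by imaging cytometry.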
Nrf2 block = blocks Nrf2 signaling; A549 ARE-Fluc reporter, luciferase luminescence, 18-24 h; hit rate 2.1% among 360,000; Potency, µM (top dose mostly 46 µM), without a hit: top-dose activity change, negative = inhibition, hits mostly inhibitors; further: potency means the concentration at half of the fitted maximal effect; on the % scale 0 is the no-effect control and ±100 the full control effect; nearly all actives have a fitted effect of over 60% in size
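Nrf2 activity is the BugLite luminescence, read 15 min after reagent at room temperature, following CellTiter-Fluor cytotoxicity readout (30 min, 37C). Compound titrations were applied for 18-24 h to 5000 A549 ARE_Fluc cells/well in 5% FBS OPTI-MEM.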
Nrf2 activator = activates Nrf2 signaling; AREc32 ARE-luciferase reporter (MCF7-derived line), luminescence, 24 h; Potency, µM (top dose mostly 46.1 µM), for the others: top-dose activation, usual class: activators; hit rate 0.31% among 410,000; further: potency means the concentration at half of the fitted maximal effect; % of control where 0% means no effect; nearly all actives have a fitted effect of over 65% in size
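AREc32_Fluc, 1000 cells/well, OPTI-MEM + 5% FBS, o/n 37 deg C 5% CO2; 23 nL cpd by pin tool, 24 hr; Steady-Glo 30 min RT, luminescence.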
* marks the source's active call; other numbers are inactive results; i = inactive; ? = inconclusive; nt = no result given; & = joins results of further samples; [ ] = dose if it differs, or a comment. Unless noted, the call rests on the fitted dose curve; in most records, active means well fitted curve in the direction sought with a large enough effect; inconclusive means small, poorly fitted or top-dose-only effect, or another doubt; inactive means no such curve, though single readings can be large; an effect the other way counts as inactive or inconclusive. Random draw from the library, and some 4.3% of all compounds hit somewhere here.

Sequence of screens: Abeta yeast res	TGFb SMAD3 inh	Nrf2 activator	CCT modulator	MmCpn inh	HepG2 viability	Nrf2 block	A549 viability	Akt phos inh
Nc1c(N(Cc2ccccc2)C(=O)COc2ccc([N+](=O)[O-])cc2)c(=O)[nH]c(=O)n1Cc1ccccc1
  7%	7%	0.1%	-0.8	nt	-19%	?	-12%	i
COc1cccc(C(O)c2nc3ccccc3n2C(C)C)c1 (stereo not given)
  0%	-15%	-0.1%	0.3	0%	0%	?	-1%	i
Nc1nc(SCC(=O)Nc2ccc(Cl)cc2)[nH]c(=O)c1-c1ccccc1
  -16%	-2%	0.0%	-0.4	-5%	-1%	-1%	-2%	i
CCOCCCNC(=O)c1ccc2c(c1)OCO2
  14%	-13%	-0.3%	-0.9	2%	-4%	16%	-6%	i
O=S(=O)(NCCc1csc(-c2ccccc2)n1)c1ccc2c(c1)OCCO2
  -27%	0%	4.2%	-1.4	-6%	-18%	?	-17%	i
COc1cc(C(=O)Nc2nnc(CC(C)(C)C)s2)cc(OC)c1OC
  -6%	?	7.2%	nt	nt	-26%	-15%	-1%	nt
CC1(C)C2([N+](=O)[O-])CN3CC1([N+](=O)[O-])CN(C2)C3C(O)C(O)C(O)CO (stereo not given)
  -3%	-16%	-0.9%	-2.1	1%	2%	0%	5%	i
CC(=O)c1cccc(NC(=O)N2CCC(CN3CCCCC3)CC2)c1
  9%	32%[activator]	3.5%	nt	nt	-3%	25%	0%	nt
O=C(NNC1=Nc2ccccc2SC1)c1ccc(F)cc1
  22%	-26%	8.5%	0.2	-1%	-25%	23µM*	-20%	i
CCOC(=O)c1c(CN2CCOCC2)n(-c2ccccc2)c2ccc(O)cc12
  18%	0%	0.1%	-1.1	1%	-46%	-12%	-11%	i
CC(OC(=O)c1cc2sccc2n1C)C(=O)NCC1CCCO1 (stereo not given)
  -5%	-20%	-0.2%	-0.3	2%	-26%	?	1%[1.84 µM]	i
Cc1cc(O)c(C(c2ccc(F)cc2)N2CCCCC2)c(=O)n1Cc1ccco1 (stereo not given)
  7%	3%	0.0%	nt	nt	-3%	nt	2%	nt
O=C(CSc1nnc(-c2ccccc2)o1)Oc1ccc(Br)cc1
  14%	0%	-0.9%	-3.8	-2%	-16%	6%	?	i
CCCNC(=O)c1ccc2c(=O)n(Cc3ccco3)c(=S)[nH]c2c1
  10%	27%	1.8%	-2.4	2%	-6%	-7%	2%	i
CCOc1ccc(-c2noc(CCCC(N)=O)n2)cc1OC
  -22%	10%	-0.7%	2.8	0%	-2%	-1%	-7%	i
Cn1c(=O)cc(OCC(=O)NCc2cccnc2)c2ccccc21
  -4%	1%	0.1%	-6.5	-1%	-5%	9%	0%	i
CC(=O)C[C@H]1c2cc(C(F)(F)F)ccc2S(=O)(=O)N1C1CCCCC1
  0%	11µM*	4.3%	-3.4	nt	-16%&-40%	4%	3%	i
O=c1c2ccc(Cl)cc2nc(-c2cccc(C(F)(F)F)c2)n1O
  -24%	?	1.3%	-0.7	1%	-50%	23µM*	-28%	i
CCOC(=O)[C@@H]1[C@H]2COc3cc(OC)ccc3[C@H]2N2C(=O)N(c3ccccc3)C(=O)[C@]12C
  7%	-8%	-1.0%	-0.6	3%	-1%	-8%	-6%	i
Cc1ccc(S(=O)(=O)N(C)C)cc1NC(=O)COC(=O)CNC(=O)c1cccs1
  3%	6%	0.0%	-1.8	0%	3%	16%	1%	i
CCS(=O)(=O)N1CCC(NC(=O)C(Cc2cccc(OC)c2OC)NC(C)=O)CC1 (stereo not given)
  -15%	14%	-0.5%	1.9	-2%	8%	3%	3%	i
CCOC(=O)c1ccc(NC(=O)CSc2nc(N)c(NC(=O)c3ccc(Br)o3)c(=O)[nH]2)cc1
  -7%	2%	0.1%	-1.6	0%	-4%	4%	-3%	i
CC(C)CNC(=S)N1CCN(c2nc(-c3ccc(Cl)cc3)cs2)CC1
  ?	?	2.8%	-2.6	-4%	-40%	18µM*	-2%	i
Cc1cc(C)c2sc(NNC(=O)C3COc4ccccc4O3)nc2c1 (stereo not given)
  -10%	?	3.0%	-0.7	2%	-45%	2%	-1%	i
COc1ccc(OC)c(NC(=O)c2ccc(NC(C)=O)cc2)c1
  -10%	0%	0.1%	-0.4	2%	-2%	-24%	0%	i
COc1cccc(NC(=O)CSc2nnc(Cn3c(=O)sc4ccccc43)n2C)c1
  -29%	8%	3.3%	-3.3	2%	0%	3%	12%	i
CN(C(=O)CSc1nc(N)nn1-c1ccccc1)c1ccccc1
  1%	8%	-0.6%	-70*	-1%	8%	-5%	-6%	i
CCc1ccc(C(=O)CC2(O)C(=O)N(CCc3ccccc3)c3ccc(Cl)cc32)cc1 (stereo not given)
  22%	13µM*	-3.8%	nt	nt	20µM*	?	-20%	nt
CCOC(=O)C(=O)Nc1ccccc1C(=O)NCc1ccccc1
  10%	-18%	0.6%	-1.9	-2%	-3%	11%	-1%	i
COc1cc(/C=N/NC(=O)c2cccc(NC(=O)c3ccccc3Cl)c2)ccc1O
  -13%	-4%	-0.6%	0.5	2%	-2%	-13%	-3%	i

Part of the list above, limited to CCT modulator, Nrf2 activator and TGFb SMAD3 inh:
mol	CCT modulator	Nrf2 activator	TGFb SMAD3 inh
CCOC(=O)c1ccc(NC(=O)CSc2nc(N)c(NC(=O)c3ccc(Br)o3)c(=O)[nH]2)cc1	-1.6	0.1%	2%
CC(C)CNC(=S)N1CCN(c2nc(-c3ccc(Cl)cc3)cs2)CC1	-2.6	2.8%	?
Cc1cc(C)c2sc(NNC(=O)C3COc4ccccc4O3)nc2c1 (stereo not given)	-0.7	3.0%	?
COc1ccc(OC)c(NC(=O)c2ccc(NC(C)=O)cc2)c1	-0.4	0.1%	0%
COc1cccc(NC(=O)CSc2nnc(Cn3c(=O)sc4ccccc43)n2C)c1	-3.3	3.3%	8%

Other entries follow:
Sequence of screens: Abeta yeast res	TGFb SMAD3 inh	Nrf2 activator	CCT modulator	MmCpn inh	HepG2 viability	Nrf2 block	A549 viability	Akt phos inh
NC(=O)c1ccc(NC(=O)COC(=O)CCCc2c[nH]c3ccccc23)cc1
  3%	-2%	3.1%	-1.5	-3%	-11%	8%	3%	i
O=C(CCC(=O)OCC(=O)c1ccc(F)cc1)NC1CCCCC1
  5%	-5%	-0.9%	-1.1	-1%	8%	0%	-4%	i
O=C(CCSCCc1ccccn1)Nc1ccc(Br)cn1
  0%	-5%	-0.3%	0.8	0%	-5%	5%	3%	i
O=S(=O)(c1ccccc1)c1nc(Nc2cccc(O)c2)sc1Cl
  26%	?	4.8%	-0.1	-2%	-31%	0%	7%	i
N#Cc1c(N(CCO)CCO)nc(N)c2c(N)nc3c(c12)CC(=O)N3Cc1cccs1
  -5%	-14%	2.3%	-0.4	0%	-32%	5%	3%	i
COc1ccc(OC)c(S(=O)(=O)Nc2c(F)cccc2F)c1
  11%	13%	-0.5%	1.6	2%	0%	-26%	-4%	i
O=C(CNS(=O)(=O)c1ccccc1)N1CCCC1
  -3%	3%	-0.1%	-0.6	-5%	8%	-7%	7%	i
Cc1cc(C)c(S(=O)(=O)NCCc2cc3cc(C)c(C)cc3[nH]c2=O)c(C)c1
  -4%	10%	-1.1%	nt	nt	2%	12%	1%	nt
CCC(NC(=O)c1cccc(Cn2cc([N+](=O)[O-])cn2)c1)c1ccc(C(C)C)cc1 (stereo not given)
  11%	-6%	-0.2%	-0.5	2%	-6%	nt	-16%	nt
Cc1ccc(CNC(=O)CCn2ccc3cc(S(=O)(=O)N4CCCC4)ccc32)cc1
  4%&9%	-1%&1%	0.4%&3.5%	-0.9	1%	0%&-17%	-6%&-3%	0%&3%	i
O=C(NC1=NCCS1)c1cccc(NC(=O)c2ccco2)c1
  19%	4%	7.1%	-0.1	0%	-10%	11%	5%	i
CC(=O)OC(C(=O)NC1CCCCC1)c1ccc(Cl)c(Cl)c1 (stereo not given)
  41%	-15%	0.0%	-1.4	0%	-22%	-6%	0%	i
CCC(CO)n1c(SCc2cc(=O)oc3cc(C)ccc23)nc2ccccc2c1=O (stereo not given)
  -9%	-8%	2.5%	-0.1	-3%	-19%	6%	-3%	i
O=c1[nH]c(-c2ccccc2Cl)nc2c1sc(=S)n2-c1ccccc1
  3%	-26%	-0.6%	-1.0	4%	-3%	?	1%	i
CC1CN(c2cc(=O)n(-c3ccc(Cl)cc3)c(=O)[nH]2)CC(C)O1 (stereo not given)
  -5%	-7%	-0.3%	-1.4	-2%	-30%	?	7%	i
Cc1cccc(CN(C)C)c1CC(O)(c1ccccc1)c1ccccc1
  -1%	-2%	0.0%	-1.6	nt	0%	7%	6%	i
C/C=C/COc1nc2c(c(=O)n(C)c(=O)n2C)n1C
  -12%	8%	0.3%	-0.2	0%	22%	5%	-5%	i

Entries of single compounds, quoted from the list. Order of screens: Abeta yeast res | TGFb SMAD3 inh | Nrf2 activator | CCT modulator | MmCpn inh | HepG2 viability | Nrf2 block | A549 viability | Akt phos inh
`N#Cc1c(N(CCO)CCO)nc(N)c2c(N)nc3c(c12)CC(=O)N3Cc1cccs1` across the screens: -5% | -14% | 2.3% | -0.4 | 0% | -32% | 5% | 3% | i
`Cc1ccc(CNC(=O)CCn2ccc3cc(S(=O)(=O)N4CCCC4)ccc32)cc1` across the screens: 4%&9% | -1%&1% | 0.4%&3.5% | -0.9 | 1% | 0%&-17% | -6%&-3% | 0%&3% | i
